Screens as filed in PubChem.
GluA2 TARP mod: modulators of AMPA receptor GluA2-stargazin complexes. O88602+P19491. HEK293 GluA2+stargazin, membrane potential dye (FDSS), glutamate EC50; hits were called plate by plate, in both directions. calls only at 30 µM. 40,000 compounds, 3.5% hits. AID 1259245;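 active = any of four per-well response measures lying three or more SD from its plate-wide compound average, in either direction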
Target sequence (O88602 whole entry, looked up): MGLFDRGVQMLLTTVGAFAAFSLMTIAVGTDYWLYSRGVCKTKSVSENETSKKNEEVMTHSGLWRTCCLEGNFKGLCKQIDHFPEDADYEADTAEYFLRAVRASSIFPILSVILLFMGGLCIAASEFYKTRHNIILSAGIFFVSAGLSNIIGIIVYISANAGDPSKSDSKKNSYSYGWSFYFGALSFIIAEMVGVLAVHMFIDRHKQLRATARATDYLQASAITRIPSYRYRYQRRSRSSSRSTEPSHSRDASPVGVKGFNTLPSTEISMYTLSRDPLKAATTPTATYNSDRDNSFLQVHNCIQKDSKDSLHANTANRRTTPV
Target sequence (P19491 whole entry, looked up): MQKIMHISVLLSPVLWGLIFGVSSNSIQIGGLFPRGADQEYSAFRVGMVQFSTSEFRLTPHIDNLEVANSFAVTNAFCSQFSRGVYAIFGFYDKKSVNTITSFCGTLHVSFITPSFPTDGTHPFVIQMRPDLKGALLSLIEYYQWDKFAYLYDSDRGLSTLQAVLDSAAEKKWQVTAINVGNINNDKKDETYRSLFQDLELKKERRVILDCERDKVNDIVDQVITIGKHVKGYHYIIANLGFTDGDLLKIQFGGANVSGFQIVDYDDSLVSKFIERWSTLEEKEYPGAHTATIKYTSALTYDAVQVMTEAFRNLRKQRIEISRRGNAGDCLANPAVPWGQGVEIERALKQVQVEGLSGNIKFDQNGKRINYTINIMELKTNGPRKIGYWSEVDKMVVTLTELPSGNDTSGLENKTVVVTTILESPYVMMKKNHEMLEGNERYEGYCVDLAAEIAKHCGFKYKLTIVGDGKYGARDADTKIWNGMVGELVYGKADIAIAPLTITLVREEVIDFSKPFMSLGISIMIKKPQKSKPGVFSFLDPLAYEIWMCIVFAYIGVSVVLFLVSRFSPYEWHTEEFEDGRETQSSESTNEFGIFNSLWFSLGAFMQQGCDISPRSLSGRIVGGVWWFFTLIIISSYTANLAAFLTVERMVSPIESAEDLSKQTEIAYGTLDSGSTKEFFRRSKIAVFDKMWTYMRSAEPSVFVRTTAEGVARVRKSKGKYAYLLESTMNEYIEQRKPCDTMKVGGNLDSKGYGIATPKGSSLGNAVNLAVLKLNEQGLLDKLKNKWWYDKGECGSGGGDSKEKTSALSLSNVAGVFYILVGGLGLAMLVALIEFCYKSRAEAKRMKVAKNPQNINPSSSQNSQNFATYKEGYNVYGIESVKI
GluA2 TARP mod agonism max-min: second read-out of GluA2 TARP mod, no call of its own (marks repeat the call); compound max-min signal; compound-alone response (agonism);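 unitless range of fluorescence divided by baseline over first 100 seconds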
GluA2 TARP mod glutamate slope: also measured in GluA2 TARP mod; calls as there; glutamate slope, % of max; measured here: glutamate response slope, % max;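 scaled per plate between vehicle wells and maximal 1 mM glutamate control wells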
Active calls of the source: *; i = inactive; + = active, no number; & = joins results of further samples. This is a subset; rates above refer to the full screens.

GluA2 TARP mod glutamate slope	GluA2 TARP mod agonism max-min	structure	GluA2 TARP mod
58	0.12	Cc1cc(C)c(S(=O)(=O)Nc2ccc3c(c2)CCCN3S(=O)(=O)c2ccccc2)cc1C	i
55	0.12	COc1cccc(NC(=O)NCC2CCN(c3ccccn3)CC2)c1	i
51	0.14	O=C(CCCS(=O)(=O)c1ccc(Cl)cc1)Nc1nc(-c2ccncc2)cs1	i
71	0.061	COc1cccc(-n2c(=O)[nH]c3c(C(N)=O)nc(-c4ccccc4[N+](=O)[O-])nc32)c1	i
68	0.13	COC(=O)CCc1c(C)nc2ncnn2c1C	i
29	0.075	O=C(Nc1sc2c(c1-c1nc3ccccc3s1)CCCC2)c1ccc(Oc2ccccc2)cc1	i
47	0.098	O=C(Cn1c(=O)[nH]c2ccccc2c1=O)NCC(F)(F)F	i
73	0.12	COc1cc(/C=C2\SC(=S)N(c3ccc(F)cc3)C2=O)cc(OC)c1OC	i
55*	0.14*	O=C(Nc1ccc2c(c1)CN(S(=O)(=O)c1ccccc1)CC2)c1ccc2nsnc2c1	+
54	0.15	COc1ccc(-c2c(C)nn3c(NC(C)c4ccccc4)cc(C)nc23)cc1OC (centres undefined)	i
62	0.072	COc1cccc(C(CNC(=O)c2ccco2)N2CCOCC2)c1 (centres undefined)	i
57	0.065	O=C(/C=C/c1ccco1)c1c(-c2ccccc2)c2ccccc2[nH]c1=O	i
68	0.038	O=C1CC(c2nc3ccccc3n2Cc2ccc(F)cc2)CN1Cc1ccc(F)cc1 (centres undefined)	i
34	0.062	O=C1NC(=O)C2(CCN(S(=O)(=O)c3cccc(Cl)c3)CC2)N1	i
81	0.088	CCN1CCc2c(sc(NC(=O)CCSc3ccccc3)c2-c2nc3ccccc3s2)C1	i
-6	0.057	COc1ccc(-c2ccc(=O)n(CCNS(=O)(=O)c3ccc(C(C)=O)cc3)n2)cc1	i
55	0.081	COC(=O)c1ccccc1N1C(=O)CC(Sc2ccccc2C(=O)O)C1=O (centres undefined)	i
49	0.058	O=C(NCCC1=CCCCC1)C(=O)Nc1cccc([N+](=O)[O-])c1	i
58	0.11	CS(=O)(=O)N1CCCC1C(=O)N1CC(=O)Nc2ccccc21 (centres undefined)	i
49	0.12	Cc1cc(NCCCn2ccnc2)n2nc(C(F)(F)F)c(-c3ccccc3)c2n1	i
39	0.048	CCn1c(SCC(=O)NC(C)(C)C)nnc1-c1cn(C)nc1OC	i
50	0.076	Cc1cc(NC(=O)CSc2ccc(NC(=O)c3cccc(F)c3)nn2)on1	i
54	0.086	COc1nn(C)cc1-c1nnc(SCC(=O)Nc2ccccc2)n1C	i
45	0.028	O=C(c1ccccc1Cl)N1CCN(c2ncnc3c2nnn3-c2ccccc2)CC1	i

One compound at a time, as listed above. Order of screens: GluA2 TARP mod glutamate slope	GluA2 TARP mod agonism max-min	GluA2 TARP mod
O=C1CC(c2nc3ccccc3n2Cc2ccc(F)cc2)CN1Cc1ccc(F)cc1 (centres undefined) is entered as 68	0.038	i
O=C1NC(=O)C2(CCN(S(=O)(=O)c3cccc(Cl)c3)CC2)N1 is entered as 34	0.062	i
COc1nn(C)cc1-c1nnc(SCC(=O)Nc2ccccc2)n1C is entered as 54	0.086	i
COC(=O)c1ccccc1N1C(=O)CC(Sc2ccccc2C(=O)O)C1=O (centres undefined) is entered as 55	0.081	i
O=C(NCCC1=CCCCC1)C(=O)Nc1cccc([N+](=O)[O-])c1 is entered as 49	0.058	i

Some of the entries above, reformatted:
| GluA2 TARP mod glutamate slope | GluA2 TARP mod agonism max-min | GluA2 TARP mod | Molecule |
| --- | --- | --- | --- |
| 58 | 0.11 | i | CS(=O)(=O)N1CCCC1C(=O)N1CC(=O)Nc2ccccc21 (centres undefined) |
| 49 | 0.12 | i | Cc1cc(NCCCn2ccnc2)n2nc(C(F)(F)F)c(-c3ccccc3)c2n1 |

(further entries)
GluA2 TARP mod glutamate slope	GluA2 TARP mod agonism max-min	structure	GluA2 TARP mod
70	0.053	CC(C)(C)C(=O)Nc1nc(CC(=O)NCCC2=CCCCC2)cs1	i
55	0.071	O=c1cc(-c2ccccc2)nc(SCc2nc(-c3ccccc3)no2)[nH]1	i
68	0.062	CCc1cnc2c(c1SCC(=O)N1CCC(Cc3ccccc3)CC1)c(=O)n(C)c(=O)n2C	i
51	0.11	CSc1ccccc1C(=O)NCC(O)(c1ccco1)C1CC1 (centres undefined)	i
54	0.077	COc1ccc(NC(=S)N2CCN(c3cccc(Cl)c3)CC2)c(OC)c1	i
50	0.046	COc1ccc(NC(=O)CSc2nnc(CCn3ccc(=O)[nH]c3=O)o2)cc1	i
48&105	0.095&0.042	COC(=O)c1cccc(NC(=O)c2cccs2)c1	i
68	0.11	COc1ccccc1CNC(=O)C(=O)Nc1ccc(N2CCCCS2(=O)=O)cc1	i
28	0.049	CC(C)c1ccc(NC(=O)N2CCN(c3ccc4nncn4n3)CC2)cc1	i
71	0.048	CCOC(=O)C1CCN(CC(O)COc2ccccc2Br)CC1 (centres undefined)	i
81	0.12	CCS(=O)(=O)N1CCCc2ccc(NS(=O)(=O)c3cc(Cl)ccc3OC)cc21	i
53	0.075	O=S(=O)(c1ccc(Cl)cc1)N1CCC(c2nc(-c3ccc4c(c3)OCO4)no2)CC1	i
34	0.067	COc1ccccc1-c1nnc(NC(=O)c2ccc(Cc3ccccc3)cc2)o1	i
73	0.11	NS(=O)(=O)c1ccc(CCNC(=O)Cc2csc(Nc3ccccc3)n2)cc1	i
56	0.11	CCCNC(=O)C(=O)NCCc1ccc2c(c1)CCCN2C	i
55	0.077	COc1cc(C(C)=O)ccc1OCC(=O)Nc1c(C)nc2ccccn2c1=O	i
64	0.057	CCS(=O)(=O)c1ccc(CC(=O)Nc2sc3c(c2C#N)CCC(C)C3)cc1 (centres undefined)	i
28	0.087	COc1ccc(N2CCCn3c2nc2c3c(=O)n(CCN3CCCCC3)c(=O)n2C)cc1	i
69	0.14	CCOc1cccc2cc(C(=O)Nc3cc(C)no3)oc12	i
49	0.16	Cc1nc(Nc2ccc(NS(=O)(=O)c3cccc(Cl)c3)cc2)cc(-n2ccnc2)n1	i
64	0.09	COc1ccc(NC(=O)CN2CC3CCC(C)(C2)C3(C)C)cc1 (centres undefined)	i
60	0.099	COc1cccc2cc(-c3cc(=O)oc4cc5c(cc34)OCO5)oc12	i
46	0.034	O=C(c1ccco1)N(C(=O)N1CCCCC1)c1cccc(Cl)c1	i
59	0.052	Cc1cccc(N2C(=O)N(CC(=O)c3ccc(F)cc3)c3ccccc3S2(=O)=O)c1	i
48	0.087	Cc1nc(-c2cccs2)c(CCC(=O)NC(C)C)s1	i
64	0.088	COc1ccc(SCC(=O)Nc2ccccc2-c2nc3ccccc3[nH]2)cc1	i
27	0.066	COc1ccc(C(=O)NCCOc2ccc3nnc(-c4ccccc4)n3n2)cc1	i
68	0.14	COc1ccc(S(=O)(=O)N2CCCc3cc(NS(=O)(=O)c4ccc(C)cc4C)ccc32)cc1	i
61	0.083	CCOc1ccccc1NC(=O)C(=O)NCC1CCN(C)CC1	i
33	0.11	Cc1ccc(S(=O)(=O)NCCC(=O)N/N=C\c2c[nH]c3ccccc23)cc1	i
51	0.11	COc1ccc(-c2nnc3ccc(OCCNC(=O)c4cccs4)nn23)cc1OC	i
69	0.12	COc1ccc(S(=O)(=O)CCC(=O)Nc2ccc3sccc3c2)cc1	i
59	0.082	CS(=O)(=O)c1ccc(NC(=O)c2cccc(S(C)(=O)=O)c2)cc1	i
47	0.067	Cc1ccc(C2NC(=O)NC2=O)cc1 (centres undefined)	i
51	0.033	COc1ccc(NC(=O)c2cccc([N+](=O)[O-])c2C)cc1N1CCCCC1=O	i
50	0.075	Cc1cccc(NC(=O)c2ccc(S(=O)(=O)N3CCCC3)cc2)c1C	i

Filtered by structure, those above containing a nitro group on carbon
GluA2 TARP mod glutamate slope	GluA2 TARP mod agonism max-min	structure	GluA2 TARP mod
71	0.061	COc1cccc(-n2c(=O)[nH]c3c(C(N)=O)nc(-c4ccccc4[N+](=O)[O-])nc32)c1	i
49	0.058	O=C(NCCC1=CCCCC1)C(=O)Nc1cccc([N+](=O)[O-])c1	i
51	0.033	COc1ccc(NC(=O)c2cccc([N+](=O)[O-])c2C)cc1N1CCCCC1=O	i

Remaining list, next part
GluA2 TARP mod glutamate slope	GluA2 TARP mod agonism max-min	structure	GluA2 TARP mod
67	0.13	COc1ccc(N2CCN(C(=O)C(=O)NC3CCCC3)CC2)cc1	i
61	0.066	COc1ccc(CCNC(=O)C2CN(C(C)=O)C2)cc1	i
42	0.046	O=C(NCC1CCN(S(=O)(=O)C2CC2)CC1)c1cnc2ccccc2n1	i
49	0.066	CCSc1nnc(NC(=O)Cc2cc(-c3cc4ccccc4o3)on2)s1	i
49	0.12	COC(=O)C12CC3CC(CC(NC(=O)c4cc(-c5ccco5)on4)(C3)C1)C2	i
53	0.12	CCc1ccccc1NCCn1c(C)cn2c3c(=O)n(C)c(=O)n(C)c3nc12	i
54	0.07	CN(C)C(CNC(=O)C(=O)Nc1ccccc1[N+](=O)[O-])c1ccc(F)cc1 (centres undefined)	i
50	0.11	COc1ccc(/C(O)=C2\C(=O)C(=O)N(CCCN3CCOCC3)C2c2ccccn2)cc1 (centres undefined)	i
38	0.052	COc1ccc(CC(=O)Nc2cccc(-c3cn4nc(OC)ccc4n3)c2)cc1	i
80	0.023	O=C(Nc1c2c(nn1-c1cccc(Cl)c1)CS(=O)(=O)C2)C(=O)N1CCCCC1	i
57	0.1	COc1ccc(C(=O)CSc2nnc(-c3cc(C)oc3C)o2)cc1OC	i
30	0.066	CCN(C(=S)NC(=O)c1cccc([N+](=O)[O-])c1)c1ccccc1	i
58	0.1	COc1ccc(N2CCN(C(CNC(=O)CC(C)(C)C)c3ccco3)CC2)cc1 (centres undefined)	i
61	0.083	COc1ccc(CC(=O)NCCOc2ccc(F)cc2)cc1OC	i
58	0.1	CC(C(=O)Nc1ccc(S(=O)(=O)Nc2nccs2)cc1)N1C(=O)c2ccccc2S1(=O)=O (centres undefined)	i
57	0.063	CC(C)S(=O)(=O)c1cccc(C(=O)Nc2nc(-c3ccc4c(c3)OCO4)cs2)c1	i
62	0.11	C=CCN(CC=C)S(=O)(=O)c1ccc(C(=O)N2CCCc3ccccc32)cc1	i
48	0.16	CN(C)S(=O)(=O)N1CCN(c2ccc(N3CCCC3)nn2)CC1	i
45	0.097	COc1ccccc1-c1c(C(F)(F)F)oc2c3c(ccc2c1=O)OCN(C1CCS(=O)(=O)C1)C3 (centres undefined)	i
61	0.07	COc1ccccc1-n1c(C)cn2c3c(=O)n(CC(C)=O)c(=O)n(C)c3nc12	i
68	0.12	CCOc1ccc(N2CC(C)Cn3c2nc2c3c(=O)[nH]c(=O)n2C)cc1 (centres undefined)	i
44	0.063	COCCNC(=O)c1ccc2c(=O)n(CCOC)c(SCC(=O)c3c[nH]c4ccccc34)nc2c1	i
55	0.1	O=C(Nc1ccc(F)cc1)c1ccc(Cl)c(S(=O)(=O)N2CCCCCC2)c1	i
43	0.058	COc1ccc(-c2ccc(OCCNS(=O)(=O)c3ccc(F)c(C(F)(F)F)c3)nn2)cc1	i
19*	0.12*	COc1ccc(-c2ccc(N3CCC(C(=O)NC4CC4)CC3)nn2)cc1	+
59	0.11	COC1CCN(C(=O)c2cc(C)oc2C)CC1	i
51	0.029	COc1ccc(OC)c(NC(=S)NCc2ccccc2OC)c1	i
70	0.048	CS(=O)(=O)N1CCC(Cn2c(COc3ccccc3)nc3ccccc32)CC1	i
49	0.071	CN1CCCC(C(=O)NCC#CCN2CCc3ccccc3C2)C1 (centres undefined)	i
61	0.094	COc1ccc(CCNC(=O)c2nn(-c3ccc(F)cc3)cc2OC)cc1OC	i
49	0.08	COc1cc(S(=O)(=O)N2CCN(c3ccccc3)CC2)ccc1Cl	i
60	0.13	COc1ccccc1-c1cnn2c(N3CCOCC3)cc(C)nc12	i
66	0.099	COc1ccc2nc(-c3ccc(NC(=O)NCc4ccccc4)cc3)cn2n1	i
63	0.13	CCOC(=O)N1CCC(NC(=O)C(=O)Nc2cccc(Cl)c2C)CC1	i
57	0.075	COC(=O)N(C)Cc1nc2ccccc2n1CC(=O)N1CCOCC1	i
57	0.12	COc1ccc(-n2ccnc(SCC(=O)Nc3ccc(OC)cc3OC)c2=O)cc1	i
54	0.077	CCOc1cc(/C=C2\SC(=S)N(c3ccccc3Br)C2=O)ccc1O	i
62	0.11	O=C(NCC1(O)CCc2ccccc21)Nc1ccc2c(c1)OCO2 (centres undefined)	i
69	0.083	Cn1cccc1C(O)CNC(=O)NC1CCCCC1 (centres undefined)	i
53	0.085	CCOc1ccccc1NC(=O)CN1C(=O)CC(c2ccccc2)=Nc2ccccc21	i
42	0.099	CCc1nc(-n2cccc2)sc1C(=O)NCc1cccc(C)c1	i
68	0.11	COCC(C)(O)CNC(=O)c1cc2ccccc2o1 (centres undefined)	i
58	0.11	COc1ccc(Cl)cc1NC(=O)C1CCN(c2ccc(-n3nc(C)cc3C)nn2)CC1	i
70	0.1	C=CCNC(=O)Nc1nc(C(=O)OCC)cs1	i
45	0.18	CCCN1C(=O)C2C(c3ccc(O)cc3)NN(Cc3ccccc3)C2C1=O (centres undefined)	i
36	0.21	COc1cc(N2CCN(S(=O)(=O)c3ccc(NC(C)=O)cc3)CC2)nc(OC)n1	i
62	0.09	COc1ccc(NC(=O)C(=O)NCC(c2cccc3ccccc23)N2CCCC2)cc1Cl (centres undefined)	i
